AT treatment – candidate therapy for ataxia-telangiectasia. […] A-T fibroblasts, KAP-1 phosphorylation AlphaLISA; neocarzinostatin DNA damage 30 min before lysis. Potency, µM (doses to about 57.5 µM), for the others: at the top dose activation, usual class: activators. 0.19% of 320,000 active; also: potency is read from the fitted curve at half-maximal effect; % of control where 0% means no effect; nearly all actives have a fitted effect of over 45% in size
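hTERT-immortalized A-T patient fibroblasts ([…]), 500 cells/well in OPTI-MEM, 1% FBS, got compounds for 60 min, then NCS for 30 min at 37C. Lysates were then assayed for phospho-KAP-1 by AlphaLISA (anti-pKAP1 donor, anti-KAP1 acceptor beads), 6 hr at 25C.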
GALK inhibitor – galactokinase (human) inhibition; P51570; Purified GALK, Kinase-Glo residual ATP luminescence; Potency, µM (doses to about 57.5 µM), without a hit: at the highest dose activity change, negative = inhibition, hits mostly inhibitors; 0.007% of 270,000 active; AID 1868; also: potency is read from the fitted curve at half-maximal effect; % is scaled to controls: 0 for no effect and ±100 for the full control effect
Target sequence (P51570 whole entry, looked up): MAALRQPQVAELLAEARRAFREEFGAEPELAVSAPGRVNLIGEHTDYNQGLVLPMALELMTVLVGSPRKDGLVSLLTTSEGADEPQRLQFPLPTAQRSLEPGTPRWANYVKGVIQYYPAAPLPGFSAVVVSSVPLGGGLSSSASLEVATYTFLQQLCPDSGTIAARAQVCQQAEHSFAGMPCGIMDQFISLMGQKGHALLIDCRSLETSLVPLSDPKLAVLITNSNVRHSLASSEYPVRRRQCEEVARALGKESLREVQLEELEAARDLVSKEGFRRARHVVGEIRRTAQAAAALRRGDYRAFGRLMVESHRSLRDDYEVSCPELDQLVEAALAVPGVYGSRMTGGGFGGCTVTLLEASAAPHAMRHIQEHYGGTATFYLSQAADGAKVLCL
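Kinase-Glo Plus luminescence measured ATP left after a 1 h room-temperature reaction. The reaction used 5 nM GALK, 100 uM galactose and 35 uM ATP at pH 8.0 (20 mM HEPES, 5 mM MgCl2, 60 mM NaCl, 1 mM DTT, 0.01% BSA).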
Coupling enz – inhibits coupling enzyme system, counter-screen for aldolase hits; coupling enzyme system counterscreen, AmpLite Red fluorescence; activity change, negative = inhibition, % at 58.2 µM, hits read low; 0.67% of 290,000 active; AID 2472; in the data active = activity change below about -30%; also: % is scaled to controls: 0 for no effect and ±100 for the full control effect
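Compounds tested against the coupling enzymes alone at 57.5 uM final; readout was AmpLite Red fluorescence (525/598 nm) after 20 min at RT.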
MLL CXXC-DNA inh – inhibitors of human MLL CXXC domain-DNA interaction. Q03164. MLL-CXXC / FITC-HOXA9 DNA fluorescence polarization. Potency, µM (doses to about 115 µM), inactives show at the highest dose activity change, negative = inhibition, most hits filed as inhibitors. 0.037% of 290,000 active; active = well fitted inhibition curve with a large enough effect in the polarisation, with a control signal flat, not every such curve was filed as active; inconclusive = small, poorly fitted or top-dose-only effect, or effect the other way, or a change in a side signal; inactive = no such curve, though single readings can be large or run the other way; the % refers to the polarisation; also: potency is read from the fitted curve at half-maximal effect
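Purified MLL-CXXC (added from a 7 uM solution) was preincubated 5 min at ambient with pinned compounds in 50 mM Tris-HCl pH 7.5, 50 mM NaCl, 1 mM DTT, 0.05% BSA. Fluorescein-labeled HOX-A9 DNA (50 nM solution) followed, 30 min, then polarization read.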
Giardia kill – kills Giardia lamblia | Giardia lamblia trophozoite viability | activity change, % at 7.66 µM, hits read low | 0.15% of 340,000 active | AID 540267; in the data active = activity change below about -80%; inconclusive = between about -30% and that limit;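 also: parasites exposed to compound for two days anaerobically before the ATP read; % is scaled to controls: 0 for no effect and ±100 for the full control effect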
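Killing of trophozoites was scored by loss of ATP luminescence after a 48 hrs anaerobic exposure to compounds at 37 deg C, using 100 cells per well.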
TSHR antagonist – antagonists of human thyroid stimulating hormone receptor; TSHR-expressing cells, TSH-stimulated cAMP HTRF, 2 h; hits give low values; AID 504810; 0.2% of 330,000 active; activity change, negative = inhibition, % at 11.5 µM;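 active = activity change below a set negative limit, meaning inhibition stronger than a set level, cut at about -70% in these data; inconclusive = activity change between two set negative limits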; also: % is scaled to controls: 0 for no effect and ±100 for the full control effect
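Competitive HTRF cAMP read-out (cryptate anti-cAMP antibody, cAMP-d2; 30 min, room temperature) in freshly harvested TSHR cells. Compounds added before TSH at EC80 (4nM final), followed by 2 hours' incubation at 37 deg C.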
TCR act – activates T cell receptor signaling | primary human leukocytes, anti-CD3, IL-2 HTRF, 48 h | Potency, µM (series often up to 9.22 µM), without a hit: top-dose activation of IL-2 secretion, usual class: activators | 330,000 tested, under 10 active | AID 504894; also: % of control where 0% means no effect
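Using a-CD3 beads without co-stimulation, primary human leukocytes were exposed to compounds for 48 hr. An HTRF IL-2 kit measured the cytokine, with europium-to-d2 energy transfer producing emission at 665nm upon 320nm excitation.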
Tb PFK inh – T. brucei PFK enzyme inhibition; 0.17% of 330,000 active; Potency, µM (titrated, usually from 57.5 µM), for the others: at the highest dose activity, negative = inhibition, most hits filed as inhibitors; O15648; AID 485367; T. brucei PFK, ADP-Glo luminescence;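 also: potency is read from the fitted curve at half-maximal effect; 0% = uninhibited 1x PFK enzyme wells and -100% = no-enzyme wells; nearly all actives have a fitted effect of over 60% in size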
Target sequence (O15648 whole entry, looked up): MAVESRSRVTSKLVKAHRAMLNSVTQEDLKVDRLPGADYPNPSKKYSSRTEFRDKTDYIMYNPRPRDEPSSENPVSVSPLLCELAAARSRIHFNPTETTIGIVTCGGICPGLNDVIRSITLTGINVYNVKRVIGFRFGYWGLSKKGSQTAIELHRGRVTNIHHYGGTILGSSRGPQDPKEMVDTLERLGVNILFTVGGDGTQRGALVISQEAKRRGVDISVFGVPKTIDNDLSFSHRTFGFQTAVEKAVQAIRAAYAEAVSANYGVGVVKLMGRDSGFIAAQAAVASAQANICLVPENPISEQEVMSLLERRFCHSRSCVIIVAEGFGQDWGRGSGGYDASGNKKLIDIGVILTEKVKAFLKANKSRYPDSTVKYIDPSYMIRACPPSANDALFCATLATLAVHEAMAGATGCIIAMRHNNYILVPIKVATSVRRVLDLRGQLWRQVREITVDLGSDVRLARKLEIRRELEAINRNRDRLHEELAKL
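ADP-Glo luminescence quantified ADP after 45 min at room temperature, with 1.25 nM T. brucei PFK, 0.1 mM ATP and 0.5 mM fructose-6-phosphate in pH 8.0 TEA buffer. qHTS titrations up to 57 µM; curves classified by quality.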
hERG WT inh – KCNH2 (human, wildtype) channel inhibition; Q12809; U2OS, BacMam KCNH2, thallium flux FluxOr; hits give low values; activity change, % at 1.84 µM; 0.37% of 340,000 active;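 active = maximum activity change below -70%; inconclusive = maximum activity change between -70% and -50%; inactive = maximum activity change above -50%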; also: % is scaled to controls: 0 for no effect and ±100 for the full control effect
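U2OS cells were transduced with wild-type KCNH2 virus (2.03 x 10^8 / mL) for 4 h at room temperature, then cultured overnight at 37 C. Thallium flux was read with FluxOr dye. Rate constants were normalized to DMSO controls.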
Chronic BCR inh – chronic active BCR signaling inhibition; ABC-DLBCL IkBa-CBG/CBR reporter, luminescence ratio, 4 h; 0.05% of 340,000 active; Potency, µM (series often up to 46.1 µM), for the others: at the highest dose ratio change, negative = lower green/red ratio, most hits filed as inhibitors; active = well fitted inhibition curve with a large enough effect in the signal ratio, with a control signal flat, not every such curve was filed as active; inconclusive = small, poorly fitted or top-dose-only effect, or effect the other way, or a change in a side signal; the % refers to the signal ratio;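 also: potency is read from the fitted curve at half-maximal effect; plate controls were basal doxycycline-induced cells for no effect and cells given 10 µM MG132 for full effect; MG132 reads +100%, hits lower the ratio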
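Cell line TMD8 (human ABC DLBCL), stably expressing tet-inducible CBG68-IkBa fusion and CBR; IMDM/0.5% FBS; cpd up to 46 uM; dox induction, 4 h, 37C/5% CO2; dual luminescence; green/red ratio; MG132 control.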
* marks the source's active call; other numbers are inactive results; ? = inconclusive; . = no result given; & = joins results of further samples; [ ] = dose if it differs, or a comment. Unless noted, calls follow the shape of the dose curve; as a rule, active = well fitted curve in the direction sought with a large enough effect; inconclusive = small, poorly fitted or top-dose-only effect, or another doubt; inactive = no such curve, though single readings can be large; an effect the other way counts as inactive or inconclusive. Compounds were not picked by outcome; any-hit rate near 1.6%.

SMILES	AT treatment	GALK inhibitor	Coupling enz	MLL CXXC-DNA inh	Giardia kill	TSHR antagonist	TCR act	Tb PFK inh	hERG WT inh	Chronic BCR inh
N#Cc1c(NC(=O)C2CC(c3c(F)cccc3Cl)=NO2)sc2c1CCC2 (stereo not drawn)	3%	-1%	3	0%	-1	-23	1%[46.1 µM]	-1%	-12	8%
COc1ccccc1OCc1nnc(SCC(=O)NCc2ccco2)n1-c1ccccc1	6%	0%	0	-1%	5	-16	1%[46.1 µM]	3%	-10	?
Cc1cc(=O)n2nc(N3CCCC(C(=O)NCCc4ccccc4)C3)sc2n1 (stereo not drawn)	1%	-6%	-3	-4%	-2	-4	3%	-6%	-8	0%
O=[N+]([O-])c1ccc2nc(SCc3cn4cc(Cl)ccc4n3)[nH]c2c1	2%	0%	-1	1%	4	-22	-6%[46.1 µM]	?	9	4%
CCn1c(SCC(=O)N/N=C/C(C)=C/c2ccco2)nnc1-c1ccccc1	1%	1%	-14	-17%	-21	-13	3%	-10%	4	6%
CCOc1ccc(-n2ccc(=O)c(C(=O)Nc3ccc(S(=O)(=O)Nc4ncccn4)cc3)n2)cc1	6%	-6%	.	1%	3	-8	0%	-14%	-3	0%
CC(=O)N(C)N1c2ccccc2CCc2ccccc21	1%	0%	2	8%	-20	-30	-4%	-2%	2	12%
CC[C@H]1C/C=C\Cc2ccccc2[C@H](C(=O)C[C@@H](O)CC(C)=O)OC1=O	12%	.	.	.	-29	-13	2%	8%	0	9%
Cc1ccccc1NC(=O)CSC(N)=O	-26%	2%	3	0%	0	-5	-3%	-22%	-11	?
CC1CCN(CC(=O)Nc2ccccc2C(=O)c2ccccc2)CC1	6%	1%	0	9%	-18	-11	5%	1%	-13	6%
O=c1c(Cl)c(N2CCN(c3ccc(F)cc3)CC2)cnn1-c1nc2ccccc2s1	-3%	0%	1	4%	8	-10	-1%[46.1 µM]	-1%	12	?
CC(C)OC(=O)c1cc2c(ccn2C)n1CC(=O)N1CCC(Cc2ccccc2)CC1	2%	-6%	.	-5%	7	21	0%	0%	-8	-3%
Cc1ccc(Cl)cc1N1CCN(C(=O)C2CCCN(S(=O)(=O)c3cnc[nH]3)C2)CC1 (stereo not drawn)	-4%	-3%	3	-5%	-2	1	-3%[46.1 µM]	-12%	8	-8%
CN(C)S(=O)(=O)c1ccc(NC(=O)c2cccnc2)cc1	0%	0%	2	4%	12	3	1%	5%	5	1%
CCN(CC(=O)NCc1cccs1)C(=O)c1ccc(S(=O)(=O)N(C)C)cc1	9%	0%	3	0%	26	0	6%	1%	7	10%
O=C(N1CCOCC1)C1(c2ccccc2)CCCCC1	7%	0%	-2	1%	-1	-7	-3%	-2%	-2	?
Cc1ccc(S(=O)(=O)NC(=O)Nc2ccc(Cl)cn2)cc1	-2%	0%	2	4%	6	16	1%	-6%	-17	?
CC(C)(C)NC(=O)C(=O)NNC(=O)c1ccccc1Br	-4%[11.5 µM]	1%	0	-1%	8	1	0%	1%	-19	-4%
O=C(CC1NC(=O)NC1=O)NC1(C(=O)NC2CCCCC2)CCCCC1 (stereo not drawn)	-2%	-1%	4	?	-3	12	3%	-3%	3	5%
N/C(=N\OC(=O)CCCN1C(=O)c2ccccc2C1=O)c1ccc(Cl)cc1	-8%	-1%	-6	-3%	0	6	1%	-7%	-9	13%
COc1ccc(NC(=O)CSc2nnc3c4c(nc(-c5ccccc5)n23)CC(C)(C)OC4)cc1	-4%	0%	4	13%	18	3	5%[46.1 µM]	-1%	2	0%
CC(C)(C)NC(=O)C[C@H]1C[C@H](C(=O)N2CCOCC2)[C@@]2(C)c3[nH]c4ccc(Cl)cc4c3CCN2C1=O	5%[11.5 µM]	.	.	.	15	6	-7%[46.1 µM]	7%	-11	9%
OCC1(CCOc2ccccc2)CCN(Cc2cn[nH]c2-c2ccc(F)cc2)CC1	-1%	2%	2	-12%	9	-7	-5%	-5%	?	?
Cc1cc(NC(=O)c2ccc(F)cc2)n(-c2ccccn2)n1	21%	3%	1	30%	3	-6	7%	0%	5	?
CCN1CCN(Cc2ccc(NC(=O)c3ccc(C)c(NC(=O)c4ccno4)c3)cc2C(F)(F)F)CC1	-13%	-1%	-2	-2%	-1	-5	2%	3%	-8&3	?
Next part:
SMILES	AT treatment	GALK inhibitor	Coupling enz	MLL CXXC-DNA inh	Giardia kill	TSHR antagonist	TCR act	Tb PFK inh	hERG WT inh	Chronic BCR inh
CC(C)N(C(=O)COC(=O)c1ccc(Cl)nc1)C(C)C	9%	15%	0	-2%	12	-3	1%	-1%	-11	0%
Cc1cc(C)cc(OC(C)c2ccnc3nc(/N=C/N(C)C)nn23)c1 (stereo not drawn)	0%	-1%	0	9%	4	22	.	1%	-5	1%
COc1ccc(CN(CC2CCC(C(=O)O)CC2)C(=S)Nc2ccc(C)c(Cl)c2)cc1 (stereo not drawn)	-2%	2%	0	11%	-5	-8	-1%	-4%	-14	?
Cc1cccc(OCCNC(=O)c2ncn[nH]2)c1	4%	1%	-2	0%	-16	23	.	9%	3	?
c1ccc(-c2nc[nH]c2-c2ccccc2)cc1	5%&34%	-4%&1%	0&2	8%&9%&6%	20	-6&7	.	-7%&1%	-14	?
CCC(C)c1ccccc1NC(=O)C(C)OC(=O)c1ccco1 (stereo not drawn)	13%	.	.	.	-13	-8	1%	3%	-24	-7%
COc1ccc(C(=O)Nc2cc(C)nn2-c2ccc(F)cc2)cc1	-4%	1%	0	1%	-8	0	3%	-1%	3	-3%
CCC(C)[C@H](NC(=O)[C@@H]1Cc2c([nH]c3ccccc23)C2c3ccccc3C(=O)N21)C(=O)N1CCC[C@@H]1C(=O)O (stereo partly drawn)	0%	.	3	-13%	3	2	-13%	-4%	5	?
C/C(=N\NC(=O)Cc1ccc([N+](=O)[O-])cc1)c1cccnc1	15%	2%	4	10%	2	10	-2%	?	-4	-3%
O=C(CCc1nnc2ccc(NCc3ccc(Cl)cc3)nn12)NC1CCCCC1	-3%	-2%	3	7%	1	-1	-2%	-5%	4	3%
CC(C)N(C(=O)C(=O)c1cccn1-c1ccccc1C#N)C(C)C	-2%	0%	-4	-7%	1	-2	6%	0%	6	1%
CC(=O)Nc1ccc(NS(=O)(=O)c2cc(C)sc2C)cc1	-1%	-1%	0	8%	6	-1	-5%	10%	0	-6%
Cc1ccc(NC(=S)NNC(=O)c2cn(C)nc2C)cc1	1%	0%	2	2%	-5	-6	-1%	-5%	-7	?
CC(C)NC(=O)C1(c2ccccc2)CCOCC1	1%	-3%	0	5%	-3	7	-1%	-11%	-21	8%
COc1ccc(C2c3ccc(O)cc3Oc3ncn4nc(-c5ccccn5)nc4c32)cc1OC (stereo not drawn)	4%	-2%	1	12%	-4	7	-2%	1%	-34	0%
CCOC(=O)C1CCN(C=Nc2cc(C)on2)CC1	-6%	-3%	0	-1%	23	3	1%	-6%	-2	0%
COc1ccc(S(=O)(=O)Nc2nnc(C(C)(C)C)s2)cc1	12%	11%	2	9%	-9	-4	.	-7%	-13	0%
Cc1[nH]c2ccccc2c1C(C[N+](=O)[O-])c1ccco1 (stereo not drawn)	5%	-1%	-9	7%	0	-2	2%	-6%	-8	?
CCOc1ccc2[nH]c3nc(SCC(=O)OC(C)C)nnc3c2c1	-13%	-4%	3	19%	-12	-6	-6%	-1%	9	-2%
CC(=O)NC(Cc1ccccc1)C(=O)N1CCN(C(=S)NCC(C)C)CC1 (stereo not drawn)	-2%	1%	-1	7%	-6	-8	2%	0%	-4	-9%
COc1cc(CN2CCC(n3nccc3NC(=O)CCCc3ccccc3)CC2)ccc1F	5%	6%	-2	10%	-23	10	0%	0%	-35	-8%
FC(F)(F)c1cc(-c2ccco2)nc(-n2nc(C(F)(F)F)cc2C2CC2)n1	-1%	-2%	0	8%	10	6	14%	-3%	-8	10%
CC(C)(C)c1ccc(S(=O)(=O)Nc2cccnc2)cc1	0%	-1%	5	0%	-1	-12	4%	4%	13	-1%
O=C(COC(=O)c1cc[n+]([O-])cc1)Nc1ccc(Br)cc1	1%	.	.	.	-29	-18	-4%	-9%	-4	2%
Cc1ccc(OCC(=O)NCCO)cc1C	.	2%	3	-8%	0	0	0%	-2%	1	4%
C/C(=N\N(Cc1ccccc1)c1ccccc1)c1cccnc1	-23%	9%	-2	-9%	-4	-11	1%	-3%	-18	1%
COc1ccc(C(CNC(=O)c2cc(C)oc2C)N2CCOCC2)cc1 (stereo not drawn)	-3%	6%	1	13%	-14	4	-1%	-3%	3	?
O=C(NNS(=O)(=O)c1ccc(F)cc1)c1ccccc1O	5%	-6%	0	-8%	14	59	-1%	2%	1	-3%

Source: PubChem BioAssay
